p53ts 39C kill: p53ts cell cytotoxicity, nonpermissive temperature; 130,000 compounds, 1.5% hits; H1299-p53A138V viability at 39C, ATP luminescence, 24 h; Potency, µM (highest dose often 46.1 µM), inactives show at the highest dose activity change, negative = cell killing, usual class: cytotoxic; AID 902; note: nearly all actives have a fitted effect of over 55% in size
IkB sig inh: suppresses IkB signaling in ABC-DLBCL reporter cells; Potency, µM (series often up to 57.1 µM), for the others: at the top dose IkBa stabilization activation; ABC-DLBCL IkBa-CBG/CBR dual luciferase ratio, 4 h; response scale: scaled: untreated 0%, proteasome inhibitor 100%; 110,000 compounds, 0.04% hits; AID 445; active = well fitted curve in the direction sought with a large enough effect in the signal ratio, not every such curve was filed as active; inconclusive = small, poorly fitted or top-dose-only effect, or a change in a side signal; the % refers to the signal ratio;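 note: the direction sought is a rising ratio; 0% = basal untreated cells and 100% = reference inhibitor full response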
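Luminescence ratio of IκBα-fused green versus native red beetle luciferase in OCI-Ly3 cells, 4 h post-doxycycline with compound; red signal alone, scaled from basal (0%) to zero light (-100%), flagged nonspecific or cytotoxic effects.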
Imprint erasure: genomic imprint erasure induction. mouse ES Peg3-LacZ reporter, beta-gal luminescence, 40 h. Potency, µM (highest dose often 60.7 µM), for the others: top-dose activity change, positive = activation, usual class: activators. 110,000 compounds, 0.02% hits;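 note: 0% = negative control wells on the plate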
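Readout: BetaGlo luminescence (5 min, room temp) for LacZ from the normally silent maternal Peg3 allele in female Peg3LacZ-Neo ES cells. Cells 300/well, 40 h, 37C, 5% CO2. Data normalized per plate to negative controls.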
p53ts 32C kill: cytotoxicity in p53ts cells at permissive temperature; Potency, µM (top dose mostly 46.1 µM), for inactives: top-dose activity change, negative = cytotoxicity, usual class: cytotoxic; 130,000 compounds, 0.93% hits; H1299-p53A138V at 32C, ATP luminescence viability, 24 h;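 note: 0% = DMSO and -100% = full killing by reference compound; nearly all actives have a fitted effect of over 55% in size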
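Cells: H1299 p53ts (A138V), 600/well, pre-incubated 16–30 h at 37C. Cpd up to 46 uM, 24 h, 32C. Readout: ATPlite luminescence, 20 min RT. Normalization: DMSO vs tamoxifen 100 uM. AC50 by Hill equation.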
The depositor's hits bear a star; ? = inconclusive; · = not tested or not shown; [ ] = dose if it differs, or a comment. Unless noted, calls come from the whole dose curve; as a rule, active = well fitted curve in the direction sought with a large enough effect; inconclusive = small, poorly fitted or top-dose-only effect, or another doubt; inactive = no such curve, though single readings can be large; an effect the other way counts as inactive or inconclusive. Unless noted, % is set by controls: 0 for no effect and ±100 for the full control effect; potency is the fitted concentration of half-maximal effect.

SMILES	p53ts 39C kill	IkB sig inh	Imprint erasure	p53ts 32C kill
Cc1ccc(N(C(=O)C2CCCC2)C2C=CS(=O)(=O)C2)cc1 (configuration not stated)	13%	1.8%	6%	-4%
Cc1ccc(-c2nc3n(n2)C(c2ccccc2C)C=C(c2ccc(Cl)cc2)N3)cc1 (configuration not stated)	-7%	?	1%[10.9 µM]	4%
Cc1ccc(CN2C(=O)CSc3ccc(C(=O)NCCN4CCOCC4)cc32)cc1	-4%	-0.5%	6%	-19%
CCOC(=O)C1=C(C)OC(N)=C(C#N)C1c1c(C)nn(-c2ccccc2)c1Cl (configuration not stated)	-5%	3.8%	-6%	16%
CCCCOc1ccc(S(=O)(=O)NCc2csc(C)n2)cc1	1%	?	-10%	0%
O=C(Nc1ccncc1)c1cccc(F)c1	6%	0.6%	-23%	9%
CCc1ccccc1OCC(=O)NC1CCCC1	-16%	-0.1%	-9%	-8%
O=C(CSc1ccc2c(c1)OCCO2)NCC1CCCO1 (configuration not stated)	3%	1.1%	-15%	12%
CS(=O)(=O)NC1CCN(Cc2ccccc2)CC1	1%	0.2%	-3%	-3%
Cc1ccc(C(=O)Nc2ccc(O)c(C(=O)O)c2)o1	12%	?	-79%[inhibitor]	-8%
CCc1nc2ccccc2c(C(=O)OC2CCOC2=O)c1C (configuration not stated)	-6%	7.4%	-12%	-7%
O=c1c2cc3c(cc2[nH]c(=S)n1CCN1CCOCC1)OCO3	3%	1.2%	-5%	-1%
CCOC(=O)C1CCN(C(=O)Cn2cc(C(=O)c3ccco3)c3ccccc32)CC1	-6%	2.1%	-2%	-10%
COc1ccc(Cl)cc1S(=O)(=O)Nc1cccc(-c2ccc(N3CCCC3)nn2)c1	5%	-0.2%	-11%[10.9 µM]	6%
O=C(NC1CC(=O)N(c2ccc(F)cc2)C1)c1ccc2c(c1)OCO2 (configuration not stated)	31%[activator]	-2.3%	6%[10.9 µM]	-4%
Cc1ccc(-c2nc(C3CCN(S(C)(=O)=O)CC3)no2)cc1	-12%	-1.7%	-17%	-4%
COc1ccc(NC(=O)N2CCCC3(CCN(S(=O)(=O)c4ccccc4)CC3)C2)cc1	-10%	2.1%[11.4 µM]	·	-13%
CCNc1ncc2nc(-c3cn(C)c4ccccc34)c(=O)n(C[C@H]3CCCO3)c2n1	-6%	-2.7%[11.4 µM]	?	-8%
CCOC(=O)C1=C(CSc2nncn2C)NC(=O)NC1c1cc(OCC)ccc1OCC (configuration not stated)	7%	0.9%	-2%	3%
COc1cccc(NC(=O)Cn2c(=O)c3cccn3c3ccc(F)cc32)c1	-9%	1.1%	-13%[10.9 µM]	-1%
Cc1cccc(NC(=O)Cn2c(=O)n(Cc3ccc4c(c3)OCO4)c(=O)c3oc4ccccc4c32)c1C	-21%	?	-14%[10.9 µM]	-10%
O=S(=O)(NCC1CCCO1)c1ccc(S(=O)(=O)N2CCc3ccccc3C2)cc1 (configuration not stated)	-1%	0.0%	-4%	6%
CN1CCN(C(=O)c2cnn(-c3cccc(Cl)c3)c2C2CCN(C(=O)OC(C)(C)C)CC2)CC1	9%	?	7%[10.9 µM]	4%
COc1ccc(C2C(C(=O)OCC(=O)N3CCCCC3)CCC(=O)N2c2ccc(OC)cc2)cc1 (configuration not stated)	-6%	0.2%	1%	-1%
CCN(CC)S(=O)(=O)c1ccc(Nc2nc3ccccc3n3nnnc23)cc1	-21%	?	-12%	-7%
COc1ccc(-c2nc3cnc(N4CCOCC4)nc3n(Cc3cccc(OC)c3)c2=O)cc1	-3%	1.6%[11.4 µM]	?	0%
Cc1noc(Cn2c(=O)c3cc4c(cc3n(CC(=O)Nc3ccc(C(C)C)cc3)c2=O)OCO4)n1	-5%	0.3%	29%[10.9 µM]	-4%
Cc1ccc(S(=O)(=O)Nc2nsc(N)n2)cc1	-4%	0.2%	-20%	-3%
Cc1ccc2cccc(NC(=O)COc3cc(C)c(Cl)c(C)c3)c2n1	53%[activator]	0.8%	-18%[10.9 µM]	8%
O=S(=O)(Nc1ccc(S(=O)(=O)N2CCOCC2)cc1)c1ccccc1	1%	·	·	4%

Gathered by group: the compounds so far containing a furan ring, fused or not
SMILES	p53ts 39C kill	IkB sig inh	Imprint erasure	p53ts 32C kill
Cc1ccc(C(=O)Nc2ccc(O)c(C(=O)O)c2)o1	12%	?	-79%[inhibitor]	-8%
CCOC(=O)C1CCN(C(=O)Cn2cc(C(=O)c3ccco3)c3ccccc32)CC1	-6%	2.1%	-2%	-10%
Cc1cccc(NC(=O)Cn2c(=O)n(Cc3ccc4c(c3)OCO4)c(=O)c3oc4ccccc4c32)c1C	-21%	?	-14%[10.9 µM]	-10%

(further entries)
SMILES	p53ts 39C kill	IkB sig inh	Imprint erasure	p53ts 32C kill
CCN(CC)c1ccc(NC(=O)CN2CCN(S(=O)(=O)c3cc(Cl)ccc3OC)CC2)cc1	?	-1.6%	-13%[10.9 µM]	13%
CCc1cc(C(=O)NCc2ccccc2)no1	-10%	11%	5%[10.9 µM]	-11%
CCN(CC)CCCNC(=O)c1ccc(-c2nc(CN3CCc4ccccc43)c(C)o2)cc1	-32%	0.4%	-11%[10.9 µM]	4%
O=C(CSCC(=O)NCc1ccco1)NCc1ccco1	-1%	0.3%	5%	-6%
CCCn1ccc2c(OCC(=O)Nc3ccc(F)cc3F)cccc2c1=O	-19%	?	-4%[10.9 µM]	-7%
CCCOc1ccc(-c2cc(C(F)(F)F)c(C#N)c(SCCC(=O)O)n2)cc1	-9%	?	-13%[10.9 µM]	11%
Cc1noc(C)c1COC(=O)c1ccccc1NC(=O)Cc1ccccc1	-3%	0.3%	-22%	3%
COCCN(C(=O)CNC(=O)c1cccs1)C(C(=O)NC1CCCC1)c1cccs1 (configuration not stated)	6%	0.0%	-3%	4%
CCOC(=O)N1CCC(NC(=O)CCc2c(C)nc3nc(C)nn3c2C)CC1	0%	-1.1%	5%	-5%
C1=C(c2ccc(-c3ccccc3)cc2)Nc2ncnn2C1c1ccco1 (configuration not stated)	-26%	?	-27%	-28%
Cc1cc(C)n2c(SCc3cccs3)nnc2n1	4%	-3.7%	-5%	-3%
Nc1nc(SCc2ccc(Cl)cc2Cl)ns1	0%	·	·	-4%
Clc1ccccc1-c1nnn(Cc2ccc(-c3nn[nH]n3)cc2)n1	9%	0.1%	-13%	7%
COc1ccc(Br)cc1/C=c1\sc2nc(-c3ccco3)nn2c1=O	8%	1.2%	4%	0%
CCc1cccc(C)c1Nc1nn2c(=O)c3ccccc3nc2s1	-15%	1.4%	-10%[10.9 µM]	5%
Cc1c(Cl)cccc1NC(=O)C(=O)NCCc1csc(-c2cccc(F)c2)n1	-21%	-3.2%	-4%[10.9 µM]	-4%
CC1(C)CC(=O)C(CC(=O)Nc2ccc(S(N)(=O)=O)cc2)=C(O)C1	6%	0.1%	10%	5%
Cc1ccc(CSc2nc(-c3ccccc3C)nc3c2Cc2c(CO)cnc(C)c2O3)cc1	6%	-1.9%	-7%[10.9 µM]	5%
CCCc1[nH]nc2c1C(c1ccc(OC)c(Cn3nc(C)c(Br)c3C)c1)C(C#N)=C(N)O2 (configuration not stated)	7.9µM*	6.4%	-32%[inhibitor]	-26%
COc1ccc(NC(=O)CC(NCCc2ccccc2)C(=O)O)c(OC)c1 (configuration not stated)	-7%	-0.4%	-8%	6%
CCOc1ccc2nc(NC(=O)C3CCN(S(=O)(=O)c4cnc[nH]4)CC3)sc2c1	5%	-2.1%	29%	4%
CCN(C(=O)c1cccn(Cc2ccccc2C)c1=O)c1ccccc1	-17%	?	17%[10.9 µM]	-5%
CC1(C)CCC(=O)N[C@H]1CC(=O)C[C@H]1NC(=O)CCC1(C)C	2%[9.22 µM]	-0.3%[11.4 µM]	-13%[10.9 µM]	1%[9.22 µM]
CCC1CCCCN1Cc1nc2c(c(=O)n(C)c(=O)n2C)n1Cc1cccc2ccccc12 (configuration not stated)	16%	-0.4%	-6%	10%
O=C1/C(=C\c2ccc3ccccc3c2)CCCc2ccccc21	10%	·	·	-8%
Cc1ccccc1CSc1nc2c(sc3ccccc32)c(=O)n1CCCOC(C)C	-4%	-2.8%	3%[10.9 µM]	7%
CC1=C(C(=O)OCc2ccccc2)C(c2ccc(C(C)(C)C)cc2)NC(=O)N1CCCCCC(=O)O (configuration not stated)	18%	·	-7%	22%
CCn1cc2nc(SCc3ccc(C)cc3)n(CCc3ccccc3)c(=O)c2n1	-22%	?	-10%[10.9 µM]	7%
Cc1ccccc1C(=O)c1cccn1CC(=O)NCC1CCCO1 (configuration not stated)	-1%	0.1%	-14%	10%
COc1ccc2[nH]c(=O)c(C(c3nnnn3C3CCCCC3)N3CCN(C)CC3)cc2c1 (configuration not stated)	1%	3.3%	-7%	-6%
CCOC(=O)c1scc(-c2ccc(C)cc2)c1S(=O)(=O)N1CCN(c2ccccc2F)CC1	9%	0.1%	-14%[10.9 µM]	17%
O=C(c1ccncc1)N1CCC2(CC1)CCN(c1ccccn1)CC2	5%	-0.4%[11.4 µM]	·	-2%
CN1c2ccc(Cl)cc2-c2nc(SCC(=O)NCc3ccccc3)ncc2S1(=O)=O	-8%	-1.5%	-4%[10.9 µM]	-3%
CCn1c(=O)c2cc(C(=O)NC3CCC(C)CC3)sc2c2ccccc21 (configuration not stated)	-8%	?	-13%[10.9 µM]	-1%
CCCC(=O)c1cc(F)c(N2CCN(CCC#N)CC2)cc1C	0%	1.7%	-17%	-10%
COc1ccc(-c2noc(-c3ccc(NCc4cccnc4)c([N+](=O)[O-])c3)n2)cc1	0%	-0.2%	-6%[10.9 µM]	-18%
Cc1ccccc1NC(=O)Cn1c(=O)n(Cc2ccc3c(c2)OCO3)c(=O)c2ccc(C(=O)NC3CCCCC3)cc21	?	-2.3%	-13%[10.9 µM]	-7%
O=S(=O)(NCCNS(=O)(=O)c1cccs1)c1cccs1	-5%	0.8%	-15%	-3%
O=C(CN1CCc2ccccc21)Nc1ccc2c(c1)OCO2	-2%	0.5%	-10%	-3%
O=C(NCc1ccc2c(c1)CCN2C(=O)c1ccncc1)c1cccc(Cl)c1	-14%	-0.1%	-17%[10.9 µM]	0%
O=C(Cc1cccs1)N1CCC(c2nc3c(nnn3Cc3ccc(F)cc3)c(=O)[nH]2)CC1	-22%	0.3%	-12%	-3%
Cc1cc2ncc(-c3ccc(Cl)cc3)c(N)n2n1	?	3.4%	-17%	?
Cc1ccc(N2C(=O)CS(=O)(=O)C23C(=O)Nc2ccccc23)cc1C (configuration not stated)	11%	?	11%[10.9 µM]	-3%
CCNc1nc(NCC)nc(OCCOC(C)=O)n1	5%	·	·	2%
CCOC(=O)CCn1nc(-c2ccccc2)cc1N	-10%	-0.5%	-5%	-5%

One compound at a time (already shown). Screens in order: p53ts 39C kill	IkB sig inh	Imprint erasure	p53ts 32C kill
O=C(c1ccncc1)N1CCC2(CC1)CCN(c1ccccn1)CC2 in the list: 5%	-0.4%[11.4 µM]	·	-2%
COc1ccc(-c2noc(-c3ccc(NCc4cccnc4)c([N+](=O)[O-])c3)n2)cc1 in the list: 0%	-0.2%	-6%[10.9 µM]	-18%

Continued:
SMILES	p53ts 39C kill	IkB sig inh	Imprint erasure	p53ts 32C kill
CCOC(=O)c1cnc(-c2cccc(OC)c2)[nH]c1=O	4%	6.2%	-11%	4%
COc1ccc(CCn2c(=N)c(C(=O)N3CCN(C)CC3)cc3c(=O)n4ccccc4nc32)cc1	9%	-1.3%	-3%	-7%
CC(=O)Nc1ccc(S(=O)(=O)Nc2cccc(NC(=O)C(C)(C)C)c2)cc1	4%	3.1%	-18%	5%
OC(COCc1ccccc1)CN1CCCC1 (configuration not stated)	-2%	0.0%	-8%	7%
CCc1ccc(NC(=O)C2CCN(C(=O)N3CC(CC)Oc4ccccc43)CC2)cc1 (configuration not stated)	-17%	?	-3%[10.9 µM]	15%
CCN(CC)S(=O)(=O)c1ccc(OC)c(NC(=O)c2sc3ccccc3c2Cl)c1	17%	-0.5%	-10%[10.9 µM]	-1%
Cc1cccc(NC(=O)COc2ccc(-c3nn(C)c(=O)c4ccccc34)cc2)c1	-7%	?	-7%[10.9 µM]	8%
COc1ccc(F)cc1S(=O)(=O)Nc1ccc(C)cc1	10%	0.4%	-17%	12%
CC(C)NC1(C(N)=O)CCN(Cc2ccccc2)CC1	-27%[9.22 µM]	0.3%[11.4 µM]	-12%[10.9 µM]	-4%[9.22 µM]
